ERp5 block – inhibitors of ERp5-driven insulin aggregation, primary screen, biochemical, turbidity, absorbance 650 nm, single point; 90 min; 350,000 compounds, 0.05% hits; inhibition, % at 9.99 µM; Protein disulfide-isomerase A6 (Homo sapiens), Q15084;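 active means mean replicate inhibition above about 25%, with every replicate also reaching it, limit read from the data, passing the limit was not always enough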
Target sequence (Q15084 whole entry, looked up): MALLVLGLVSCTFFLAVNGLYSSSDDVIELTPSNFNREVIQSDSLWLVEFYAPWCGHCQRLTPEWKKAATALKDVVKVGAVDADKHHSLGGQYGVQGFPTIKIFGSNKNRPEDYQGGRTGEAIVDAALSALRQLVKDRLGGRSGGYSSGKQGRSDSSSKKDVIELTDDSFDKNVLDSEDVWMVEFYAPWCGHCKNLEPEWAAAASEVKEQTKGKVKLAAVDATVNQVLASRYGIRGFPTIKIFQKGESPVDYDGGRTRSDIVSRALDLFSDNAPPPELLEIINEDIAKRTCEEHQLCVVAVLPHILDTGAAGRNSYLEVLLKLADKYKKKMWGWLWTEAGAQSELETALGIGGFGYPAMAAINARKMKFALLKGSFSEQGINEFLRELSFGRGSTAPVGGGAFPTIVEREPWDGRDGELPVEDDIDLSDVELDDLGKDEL
miR122 inh – miR-122 Renilla sensor signal increase in Huh7, primary screen, miR-122 inhibitor project, cell-based, single point, plate reader; Huh7 miR-122 Renilla luciferase sensor, 48 h; neutral wells = 0, positive control = 100; activation (reporter increase), % at 12.5 µM; 340,000 compounds, 0.3% hits;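 active means mean replicate activation score at least 90 and every replicate individually at or above 90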;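 further: higher luciferase means less miR-122 activity so hits act as miR-122 inhibitors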
ARNT TACC3 PPI – disruptors of ARNT/TACC3 protein interaction, primary screen, biochemical, AlphaScreen, single concentration. 390,000 compounds, 0.66% hits. AlphaScreen His-ARNT PAS-B/GST-TACC3 binding, luminescence; TACC3 fragment carries E629A point mutation. Transforming acidic coiled-coil-containing protein 3 (Homo sapiens), Q9Y6A5. AID 623870, 2012. inhibition, % at 9.99 µM;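 active means mean inhibition of replicates at least 50% and at least half of replicates each reaching 50%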;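 further: 0% = complete ARNT plus TACC3 wells and 100% = ARNT alone without TACC3; many hits fall short of the cut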
C2C12 statin – suppressors of statin myotoxicity in C2C12 myotubes, primary screen, cell-based, single point, plate reader; 330,000 compounds, 0.78% hits; C2C12 myotubes + simvastatin, ATP luminescence, 48 h; scaled: DMSO 0, geranylgeraniol control 100; rescue of ATP level, % at 7.49 µM;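 active means mean ATP rescue above about 67%, or every replicate alone reaching that limit, limit read from the data, passing the limit was not always enough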;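 further: myotubes were challenged with 10 µM simvastatin during compound exposure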
Cneo AK release – Cryptococcus neoformans cell lysis inducers, primary screen, AK release luminescence, single concentration; AID 651654, 2012; lysis activity, % at 15 µM; 360,000 compounds, 0.2% hits; C. neoformans lysis, adenylate kinase release luminescence, 4 h; normalised: neutral wells 0, clomiphene wells 100;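 active means mean lysis activity across replicates of at least 80%, whatever share of replicates individually reach that level; inactive means mean lysis activity below 80%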
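Assay system: log-phase C. neoformans yeast / Quantity: yeast cell density of 5 × 10^6 cells/mL / Medium: fresh YPD growth medium / Compound: single dose / Timing: static 4 h at 37 °C with compound, 1 h detection / Measured by: adenylate kinase release luminescence / Read-out: lysis from increased AK signal / Benchmarks: Clomiphene as positive lysis control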
esBAF inh – Bmi1 luciferase reporter increase in mESCs, primary screen, esBAF inhibitor project, mouse ES cells, Bmi1 luciferase knock-in, single point. 24 h; 100% = twice the neutral-well signal. reporter increase, % at 12.5 µM. 350,000 compounds, 2% hits. AID 602393, 2012; in the data active means activation above about 40%;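 further: 0% = median of the plate's neutral control wells and 100% = double that signal; a rise in the Bmi1 reporter signal indicates esBAF inhibition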
SIRT5 block – SIRT5 desuccinylase inhibitors, primary screen, biochemical, fluorescence imaging, single point, set 5. Purified SirT5, succinyl-peptide AMC, trypsin-coupled fluorescence. inhibition, % at 15 µM. 330,000 compounds, 1.1% hits; in the data active means inhibition above about 15%
Target sequence (Q9NXA8 whole entry, looked up): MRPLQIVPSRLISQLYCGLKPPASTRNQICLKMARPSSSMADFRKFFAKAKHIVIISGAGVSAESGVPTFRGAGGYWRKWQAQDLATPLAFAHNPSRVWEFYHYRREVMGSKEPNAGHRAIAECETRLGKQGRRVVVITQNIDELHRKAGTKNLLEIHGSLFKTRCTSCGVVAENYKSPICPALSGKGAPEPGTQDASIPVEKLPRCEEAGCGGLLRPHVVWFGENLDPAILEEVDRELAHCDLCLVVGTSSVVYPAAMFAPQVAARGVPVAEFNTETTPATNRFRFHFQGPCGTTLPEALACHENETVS
Numbers without * were called inactive; nt = no result given; [ ] = another dose, or the depositor's remark.

Below each SMILES: ERp5 block | miR122 inh | ARNT TACC3 PPI | esBAF inh | Cneo AK release | C2C12 statin | SIRT5 block
1) CCCC(=O)Nc1ccc2c(c1)C(=O)N(C)C[C@H](OC)[C@H](C)CN(C(=O)CC)[C@@H](C)CO2
  nt | 3[16.7 µM] | nt | -7 | nt | -3 | nt
2) COC(=O)N/N=C/c1sc(N2CCCCC2)nc1-c1cccs1
  -3 | 4 | 5 | 3 | 5 | 14 | 0
3) CCOC(=O)C1=NN(c2ccc(Cl)cc2)C(=O)C1
  3 | nt | -5 | nt | nt | nt | 1
4) COc1ccc(NC(=O)[C@@H]2[C@@H]3C(=O)N(C4CCCCC4)C(=O)[C@@H]3C3c4ccccc4C=CN32)cc1 (stereo partly drawn)
  nt | 8 | 12* | 4 | 3 | -1 | nt
5) CCn1c(CC(=O)Nc2ccc(F)cc2)nnc1SCC(=O)NC1CCCC1
  2 | 1 | nt | -8 | 3 | 8 | -5
6) CCNC(=O)C[C@H]1CC[C@@H]2[C@H](COc3ccc(NC(C)=O)cc3C(=O)N2C)O1
  2 | 18[16.7 µM] | 1 | 1 | 2 | -9 | -4
7) COC(=O)CCCC1=CC2=C(c3ccccc3)C(=O)C(C)(OC(=O)C3CCCC3)C(=O)C2=CN1C1CCCCC1 (stereo not drawn)
  1 | nt | 5 | 5 | 0 | 2 | nt
8) COc1cccc(C2CC(c3cccc(Br)c3)n3nc(N)nc3N2)c1 (stereo not drawn)
  -1 | -3 | -4 | 5 | 0 | 5 | nt
9) CO[C@H]1CN(C)C(=O)c2cc(NS(C)(=O)=O)ccc2OC[C@H](C)N(CC2CCCCC2)C[C@@H]1C
  -2 | -1[16.7 µM] | -3 | 2 | -3 | 14 | 11
10) COc1ccccc1CCNC(=O)CCCn1nc(C)c2c(C)n(-c3ccc(C)cc3)nc2c1=O
  nt | -6 | -2 | 0 | -1 | -4 | -4
11) CCCn1c(SCC(=O)NCC)nc2sc3c(c2c1=O)CCC3
  4 | nt | -3 | -10 | 9 | 33 | 1
12) C[C@@H]1CN([C@@H](C)CO)C(=O)c2cc(C#C[C@@H](C)O)cnc2O[C@H]1CN(C)Cc1cccc(C(=O)O)c1
  -1 | 5[16.7 µM] | -6 | 3 | 2 | 0 | -1
13) Cc1ccc(S(=O)(=O)N(C)C[C@H]2Oc3ccc(NC(=O)CCCN(C)C)cc3CC(=O)N([C@@H](C)CO)C[C@H]2C)cc1
  3 | -2[16.7 µM] | 3 | 1 | -1 | -4 | -1
14) CC1(C(=O)NS(=O)(=O)c2cccc(OC(F)F)c2)CCN1C(=O)c1cccc(F)c1 (stereo not drawn)
  -7 | -1 | nt | -2 | 0 | 1 | -1
15) C[C@H](CO)N1C[C@H](C)[C@H](CN(C)C(=O)c2ccncc2)OCCCC[C@H](C)Oc2ccc(NS(=O)(=O)c3cccs3)cc2C1=O
  -1 | 5[16.7 µM] | -27 | 2 | -3 | nt | -2

Next section, overlapping the part above by 4 compounds.
Below each SMILES: ERp5 block | miR122 inh | ARNT TACC3 PPI | esBAF inh | Cneo AK release | C2C12 statin | SIRT5 block
12) C[C@@H]1CN([C@@H](C)CO)C(=O)c2cc(C#C[C@@H](C)O)cnc2O[C@H]1CN(C)Cc1cccc(C(=O)O)c1
  -1 | 5[16.7 µM] | -6 | 3 | 2 | 0 | -1
13) Cc1ccc(S(=O)(=O)N(C)C[C@H]2Oc3ccc(NC(=O)CCCN(C)C)cc3CC(=O)N([C@@H](C)CO)C[C@H]2C)cc1
  3 | -2[16.7 µM] | 3 | 1 | -1 | -4 | -1
14) CC1(C(=O)NS(=O)(=O)c2cccc(OC(F)F)c2)CCN1C(=O)c1cccc(F)c1 (stereo not drawn)
  -7 | -1 | nt | -2 | 0 | 1 | -1
15) C[C@H](CO)N1C[C@H](C)[C@H](CN(C)C(=O)c2ccncc2)OCCCC[C@H](C)Oc2ccc(NS(=O)(=O)c3cccs3)cc2C1=O
  -1 | 5[16.7 µM] | -27 | 2 | -3 | nt | -2
16) Nc1scn[n+]1Cc1cccc2cccnc12
  -1 | 10 | 0 | 1 | nt | -8 | -3
17) CCOC(=O)c1c(C)[nH]c(C)c1C(=O)COC(=O)c1cc2ccccc2cc1OC
  nt | 3 | -5 | nt | 1 | nt | nt
18) COc1cccc([C@@H]2CC=C(C(=O)O)[C@H](c3ccc(Br)cc3)N2S(=O)(=O)c2ccc(C)cc2)c1
  1 | -1 | -6 | 3 | 2 | 8 | 3
19) Nc1cc(N)nc(SCC(=O)NCc2ccc3c(c2)OCO3)n1
  2 | -14 | 2 | 12 | -1 | -2 | -1
20) Cc1ccc(-c2csc(NC(=S)NC(=O)c3cccs3)n2)cc1
  nt | -8 | -4 | nt | 0 | nt | nt
21) CCCCCCOc1ccc(N2C(=O)CC(SC(=NCC)NCC)C2=O)cc1 (stereo not drawn)
  1 | -2 | -2 | 5 | -1 | -2 | nt
22) CCOC(=O)c1c(S(=O)(=O)NCC(=O)N2CCN(c3ccc(F)cc3)CC2)c(C)n(C)c1C
  0 | 3 | -14 | -3 | -2 | 20 | -8
23) O=S(=O)([N-]c1nc2ccccc2nc1-[n+]1ccccc1)c1ccc(F)cc1
  2 | nt | -7 | nt | nt | nt | 2
24) C[C@@H]1CN([C@H](C)CO)C(=O)c2cc(C#Cc3ccccn3)cnc2O[C@H]1CN(C)CC1CCOCC1
  2 | 12[16.7 µM] | -4 | 1 | 4 | 32 | 2
25) COc1cc2c(cc1O)C=[N+](Cc1cc3c(cc1Br)OCO3)CC2
  -14 | nt | nt | nt | -20 | nt | -1
26) O=C(C[C@@H]1CC[C@@H]2[C@H](COC[C@@H](O)CN2Cc2ccc(Cl)cc2)O1)NCc1ccccc1Cl
  0 | -5[16.7 µM] | 2 | -4 | 56 | 9 | -1
27) Cc1nc(Oc2ccccc2)c2oc3ccccc3c2n1
  nt | -16 | -13 | 13 | 3 | -2 | nt
28) CC(C)CCn1c(=O)c2sccc2n2c(CCCC(=O)N3CCC(N4CCCCC4)CC3)nnc12
  -10 | -3 | 2 | 8 | 0 | 4 | -2
29) Cc1ccc(S(=O)(=O)Nc2ccc3c(c2)CC(=O)N([C@@H](C)CO)C[C@H](C)[C@@H](CN(C)S(=O)(=O)c2cccs2)O3)cc1
  18 | 12[16.7 µM] | -8 | 4 | 9 | 77* | 1
30) O=C(NCCC1CCCCN1S(=O)(=O)c1ccccc1)C(=O)NCCN1CCOCC1 (stereo not drawn)
  -12 | nt | -3 | 0 | -1 | 3 | 0

Going on with the list:
Below each SMILES: ERp5 block | miR122 inh | ARNT TACC3 PPI | esBAF inh | Cneo AK release | C2C12 statin | SIRT5 block
31) CS(=O)(=O)NCC(c1cccnc1)N1CCN(c2ccc(F)cc2)CC1 (stereo not drawn)
  nt | -2 | 9 | -2 | -1 | -4 | nt
32) O=C(COC(=O)/C=C/c1ccc(Cl)cc1Cl)Nc1cc(C(F)(F)F)ccc1N1CCOCC1
  -2 | -2 | nt | 6 | nt | -1 | 3
33) Cc1ccc(C2=NN(C(=O)CCCC(=O)O)C(c3ccco3)C2)cc1 (stereo not drawn)
  -6 | nt | -1 | nt | nt | nt | 4
34) COc1ccc(CN2CCOCCOCCOCCOCCOCC2)cc1
  6 | nt | -10 | nt | nt | nt | 0
35) COc1ccc(-c2cc(=O)[nH]c(NCc3ccccc3)n2)cc1
  nt | 47 | -2 | 0 | -2 | 38 | nt
36) N#C/C(=C\c1ccc(C(=O)O)cc1)c1ccccn1
  -4 | nt | -2 | nt | nt | nt | 6
37) O=C(Nc1c2c(nc3ccccc13)CCCC2)c1ccccc1Cl
  -4 | -5 | -6 | nt | 0 | nt | 0
38) COc1ccccc1CC(=O)NC1CCCCCC1
  4 | -8 | -7 | -1 | -2 | 4 | -1
39) CO[C@@H](CN(C)S(=O)(=O)c1cn(C)cn1)[C@@H](C)CN(C(=O)Nc1ccc(C(F)(F)F)cc1)[C@@H](C)CO
  0 | nt | 1 | -3 | 54 | -20 | nt
40) COC(=O)c1ccc(CN2C(=O)c3ccccc3C2=O)cc1
  0 | -4 | -11 | 2 | -8 | -12 | -5
41) COc1ccccc1-c1cc(C(F)(F)F)nc(S(=O)(=O)CCCC(=O)Nc2cc(C)on2)n1
  nt | 4 | 20 | 8 | 0 | 42 | nt
42) CCCCCCCCCCCCCCCC[n+]1cccc2ccccc21
  8 | nt | 19 | nt | nt | nt | 6
43) C[C@@H]1CN([C@H](C)CO)C(=O)c2cc(C#CC3CCCC3)cnc2O[C@@H]1CN(C)S(=O)(=O)c1cccc(F)c1
  -1 | -4[16.7 µM] | 4 | 1 | 15 | -31 | 1
44) CN(C)C(=O)CSc1nnc(-c2cccs2)n1-c1ccccc1
  0 | -5 | 2 | -5 | -1 | -1 | -6
45) Cc1cc(C)nc(SCC(=O)Nc2cc(C)on2)n1
  nt | 23 | -7 | 0 | 1 | -8 | nt

7 of these compounds in a different format:
| No. | Molecule | ERp5 block | miR122 inh | ARNT TACC3 PPI | esBAF inh | Cneo AK release | C2C12 statin | SIRT5 block |
| --- | --- | --- | --- | --- | --- | --- | --- | --- |
| 41 | COc1ccccc1-c1cc(C(F)(F)F)nc(S(=O)(=O)CCCC(=O)Nc2cc(C)on2)n1 | nt | 4 | 20 | 8 | 0 | 42 | nt |
| 32 | O=C(COC(=O)/C=C/c1ccc(Cl)cc1Cl)Nc1cc(C(F)(F)F)ccc1N1CCOCC1 | -2 | -2 | nt | 6 | nt | -1 | 3 |
| 40 | COC(=O)c1ccc(CN2C(=O)c3ccccc3C2=O)cc1 | 0 | -4 | -11 | 2 | -8 | -12 | -5 |
| 42 | CCCCCCCCCCCCCCCC[n+]1cccc2ccccc21 | 8 | nt | 19 | nt | nt | nt | 6 |
| 33 | Cc1ccc(C2=NN(C(=O)CCCC(=O)O)C(c3ccco3)C2)cc1 (stereo not drawn) | -6 | nt | -1 | nt | nt | nt | 4 |
| 36 | N#C/C(=C\c1ccc(C(=O)O)cc1)c1ccccn1 | -4 | nt | -2 | nt | nt | nt | 6 |
| 38 | COc1ccccc1CC(=O)NC1CCCCCC1 | 4 | -8 | -7 | -1 | -2 | 4 | -1 |

The list goes on:
Below each SMILES: ERp5 block | miR122 inh | ARNT TACC3 PPI | esBAF inh | Cneo AK release | C2C12 statin | SIRT5 block
46) Cc1ccc(OCCCC(=O)Nc2ccc(S(=O)(=O)Nc3ccccn3)cc2)cc1
  1 | -7 | 1 | 4 | 0 | 6 | 1
47) COc1ccc(Cc2cnc(N)s2)cc1
  -2 | 3 | 0 | nt | nt | nt | 0
48) C[C@H](CO)N1C[C@H](C)[C@H](CN(C)C(=O)c2ccccn2)Oc2ncc(-c3ccccc3F)cc2C1=O
  -1 | 0[16.7 µM] | -6 | 1 | -2 | 16 | 0
49) COc1ccccc1/C=C/C=N/NC(=O)CC1C(=O)NN=C1C (stereo not drawn)
  3 | nt | 1 | nt | nt | nt | 1
50) Cc1cc(O)c(S(=O)(=O)c2ccccc2)c(C)c1NS(=O)(=O)c1ccccc1
  -6 | 57 | -25 | -5 | -2 | 0 | -4
51) COc1cccc(NC(=O)CN(C)C(C)C(=O)Nc2ccc(C#N)cc2)c1 (stereo not drawn)
  1 | nt | 4 | nt | nt | nt | 0
52) Cc1ccc(C2N3CC4([N+](=O)[O-])CN2CC([N+](=O)[O-])(C3)C4(C)C)cc1 (stereo not drawn)
  -4 | -3 | nt | -2 | -3 | -4 | -8
53) CC1(C)NC(=O)N(CC(=O)N2CCN(c3cccc(C(F)(F)F)c3)CC2)C1=O
  6 | -3 | -8 | -8 | -1 | 1 | 1
